LRH-1 inv ag – inverse agonists of human LRH-1 (NR5A2) | O00482 | HEK293T StAR-luciferase reporter, LRH-1 transfected, 24 h | inhibition, % at 3.6 µM | 0.13% of 360,000 active;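 active = inhibition above the mean inhibition of all tested compounds plus 3 SD, cut at about 73% in these data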;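 note: 0% = DMSO wells and 100% = reporter-only cells lacking LRH-1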
CF NFkB inh – cystic fibrosis NF-kB activation inhibition; KKLEB NF-kB-GFP reporter, PAF-induced, GFP fluorescence overnight; 0.86% of 360,000 active; inhibition, % at 5 µM; AID 588850;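 active = at least 50% inhibition at 5 µM, scaled per plate between neutral and stimulator controls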;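 note: PAF is a Pseudomonas aeruginosa culture filtrate used as stimulus; plate controls were PAF-stimulated DMSO wells for no effect and unstimulated DMSO wells for full effect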
TWEAK Fn14 block – inhibitors of TWEAK-Fn14 interaction signaling; TWEAK-stimulated Fn14 reporter cells, luciferase luminescence, 8 h; inhibition, % at 10 µM; 2% of 360,000 active; AID 1159606; in the data active = inhibition above about 50%
TROY signal inh – TROY signaling inhibition; 0.98% of 360,000 active; AID 1347056; Q293 LMP1-TROYcd NF-kB luciferase reporter, 4 h; inhibition, % at 10 µM;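 active = compounds whose plate-normalised and pattern-corrected inhibition of the luciferase reporter signal at the single screening dose is 50% or more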
C8 TRAIL sens – sensitizes caspase-8 expressing cells to TRAIL; NB7+C8 cells + TRAIL, ATPlite viability luminescence; inhibition (viability loss, TRAIL sensitization), % at 10 µM; 1% of 360,000 active;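 active = compounds causing at least 50% loss of cell viability in the single-dose screen, relative to plate controls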
Shn3 3UTR inh – reduces Shn3 3'UTR luciferase signal in osteoblasts | Clone20 osteoblast Shn3 3'UTR firefly luciferase, 24 h | 0.52% of 360,000 active | inhibition, % at 12.5 µM;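 active = mean inhibition of at least 75% with every replicate also reaching 75%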;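 note: 0% = median of neutral control wells and 100% = pilot-screen positive control compound; some compounds past the cut are filed as inactive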
LMP1 NFkB inh – inhibitors of Epstein-Barr LMP1-induced NF-kappaB reporter; LMP1-induced NF-kappaB luciferase reporter cells, luminescence; AID 504558; inhibition, % at 12.5 µM; 0.69% of 350,000 active; in the data active = inhibition above about 41%;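 note: 0% = neutral control wells and 100% = reference inhibitor control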
SRC1 inh – inhibitors of human steroid receptor coactivator 1 (SRC1); Q15788; HEK293 GAL4-SRC1 luciferase reporter, luminescence; AID 588354; 0.12% of 360,000 active; inhibition, % at 3.6 µM;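 active = inhibition above the campaign mean plus 3 SD, with each screening campaign given its own cutoff, cut at about 60% in these data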;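 note: 0% = DMSO treated cells and 100% = gossypol at 36 µM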
COUP-TFII inh – NR2F2 (human) inhibition, primary screen; AID 686940; P24468; HEK293T NGFI-A luciferase reporter, luminescence; inhibition, % at 8.6 µM; 0.7% of 370,000 active;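 active = inhibition above a per-plate cutoff, mean inhibition of test wells between control levels plus 3 SD, cut at about 38% in these data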;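 note: cells cotransfected with COUP-TFII expression vector driving the NGFI-A reporter; 0% = median of COUP-TF2 test wells and 100% = reporter-only cells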
KKLEB cytotox – counter-screen for CF NF-kB inhibitors: cytotoxicity. KKLEB CF airway cells viability, ATPlite luminescence, overnight; stronger effect = lower value; cells stimulated with P. aeruginosa culture filtrate. activity change (cytotoxicity), % at 5 µM. 0.36% of 360,000 active;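 active = corrected activity change at or below -50% at 5 µM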
SRC3 inh – inhibits human SRC3 coactivator | Q9Y6Q9 | HEK293 GAL4-SRC3 luciferase reporter, luminescence | inhibition, % at 3.6 µM | 0.17% of 360,000 active | AID 588352;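 active = inhibition above a per-campaign cutoff, the mean of all compounds plus 3 SD, cut at about 60% in these data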;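 note: 0% = DMSO-treated cells and 100% = gossypol-treated cells at 36 µM; higher means less SRC3-driven luciferase light from the GAL4 reporter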
Target sequence (Q9Y6Q9 whole entry, looked up, the tested form may be a part): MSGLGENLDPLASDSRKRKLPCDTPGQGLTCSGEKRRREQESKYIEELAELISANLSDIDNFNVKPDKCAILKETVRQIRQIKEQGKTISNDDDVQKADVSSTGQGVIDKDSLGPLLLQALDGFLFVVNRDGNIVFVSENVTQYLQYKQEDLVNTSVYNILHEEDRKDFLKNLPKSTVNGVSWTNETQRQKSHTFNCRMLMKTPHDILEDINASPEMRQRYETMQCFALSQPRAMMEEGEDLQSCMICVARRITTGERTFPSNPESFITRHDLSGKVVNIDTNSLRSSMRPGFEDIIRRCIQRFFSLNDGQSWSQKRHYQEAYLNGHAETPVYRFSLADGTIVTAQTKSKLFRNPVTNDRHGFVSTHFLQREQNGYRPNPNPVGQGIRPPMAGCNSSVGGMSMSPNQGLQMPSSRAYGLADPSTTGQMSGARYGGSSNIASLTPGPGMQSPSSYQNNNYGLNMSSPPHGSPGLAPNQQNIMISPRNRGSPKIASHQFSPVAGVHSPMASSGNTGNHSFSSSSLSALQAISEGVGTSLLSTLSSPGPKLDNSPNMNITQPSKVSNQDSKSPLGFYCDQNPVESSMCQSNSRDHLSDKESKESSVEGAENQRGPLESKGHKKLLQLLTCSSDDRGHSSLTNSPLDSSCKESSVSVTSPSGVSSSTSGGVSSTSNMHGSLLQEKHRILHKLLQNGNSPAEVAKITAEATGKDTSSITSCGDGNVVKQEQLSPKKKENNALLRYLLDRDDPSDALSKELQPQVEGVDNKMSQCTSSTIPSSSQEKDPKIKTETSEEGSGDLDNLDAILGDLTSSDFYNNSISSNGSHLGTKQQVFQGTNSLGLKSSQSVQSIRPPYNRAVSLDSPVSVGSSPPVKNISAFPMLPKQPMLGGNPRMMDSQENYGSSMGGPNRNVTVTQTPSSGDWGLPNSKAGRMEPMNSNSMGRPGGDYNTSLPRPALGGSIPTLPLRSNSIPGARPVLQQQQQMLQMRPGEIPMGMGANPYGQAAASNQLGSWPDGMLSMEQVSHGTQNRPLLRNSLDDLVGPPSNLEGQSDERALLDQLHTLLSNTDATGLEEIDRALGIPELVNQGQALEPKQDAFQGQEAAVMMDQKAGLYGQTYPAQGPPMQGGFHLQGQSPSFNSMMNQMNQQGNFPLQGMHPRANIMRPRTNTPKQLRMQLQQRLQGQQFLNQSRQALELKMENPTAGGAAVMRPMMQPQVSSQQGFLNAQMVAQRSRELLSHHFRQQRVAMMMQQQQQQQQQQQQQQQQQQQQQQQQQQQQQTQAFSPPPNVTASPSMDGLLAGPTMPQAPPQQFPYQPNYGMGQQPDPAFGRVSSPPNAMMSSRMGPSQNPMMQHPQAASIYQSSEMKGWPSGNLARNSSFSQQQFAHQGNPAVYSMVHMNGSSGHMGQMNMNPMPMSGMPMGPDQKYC
Numbers without * were called inactive; · = no result given. Not all compounds are listed; rates above refer to the full screens.

SMILES	LRH-1 inv ag	CF NFkB inh	TWEAK Fn14 block	TROY signal inh	C8 TRAIL sens	Shn3 3UTR inh	LMP1 NFkB inh	SRC1 inh	COUP-TFII inh	KKLEB cytotox	SRC3 inh
O=C(CC1SC(N2CCCCC2)=NC1=O)Nc1cccc(C(=O)NCc2ccc(F)cc2)c1 (stereo unspecified)	13	8	-13	-20	4	-11	-3	-20	-3	17	10
COc1ccc(-c2nnc(SCc3cc(C)ccc3C)n2N)cc1	5	4	-9	-1	-2	-6	-8	0	20	0	14
Cc1ccc(O)c(NC(=S)NC(=O)c2ccc(-c3ccc(Cl)cc3)o2)c1	-8	-12	-10	-27	-5	17	-7	-10	4	-7	-11
Cc1ccc(/C=C/C(=O)O)cc1S(=O)(=O)N1CCc2ccccc2C1	-14	5	3	12	-2	6	-5	-16	24	-4	12
C#CCOCCOCCOCCNc1nc(N2CCN(C(=O)[C@H](CCCN=C(N)N)n3cc(C(N)[C@@H](C)CC)nn3)CC2)nc(N2CCN(C(=O)[C@H](CCC(=O)O)n3cc([C@@H](N)[C@H](C)CC)nn3)CC2)n1 (stereo partly specified)	-18	0	0	-3	-5	-17	3	2	0	-8	-6
O=C(CSc1nnc(NC(=O)c2c(F)cccc2F)s1)NCc1ccc(F)cc1	-11	-19	-8	-31	-11	-9	5	3	-17	-3	-3
O=C(CCN1CCCC1)Nc1cccc(Br)c1	3	-5	0	·	-9	-4	-1	9	-3	6	5
O=S(=O)(c1cccs1)N1CCN(c2ncccn2)CC1	10	20	-11	13	-8	-12	4	12	-11	4	12
Cc1ccccc1-n1nc(-c2ccc(N)cc2)cc1N	-26	6	-16	-25	-24	10	-4	0	5	0	11
Cc1ccccc1-c1cc2nc(NCc3ccccc3)n(C)c(=O)c2s1	1	-5	16	5	5	46	·	8	5	-3	-3
COc1ccccc1NS(=O)(=O)c1ccc(NC(=O)c2ccncc2)cc1	13	16	-2	16	9	37	18	-11	-8	-4	18
CC(C)[C@H](N)c1nnc(SCc2ccc(Cl)cc2)o1	7	-11	5	-6	0	-8	3	-17	-7	-2	-8
COc1ccc(-n2c(-c3ccc(Br)cc3)c[n+]3c2CCCCC3)cc1	17	-16	9	22	29	89*	4	20	26	-3	35
COc1cc(-c2coc3c(C(=O)NCc4cccc(Cl)c4)cccc23)ccc1O	-38	-19	48	39	17	33	·	2	-19	-10	-43
CCCCN(C(=O)CSc1nnnn1C)C1CCS(=O)(=O)C1 (stereo unspecified)	10	-7	-4	7	-6	3	-3	-19	-1	9	2
c1ccc(-c2csc(NC3CCCCC3)n2)cc1	-98	-16	-20	-36	30	-103	-36	-86	-30	-7	-103
O=C(c1ccco1)N1CCN(C2CC(=O)N(c3ccc(C(F)(F)F)cc3)C2=O)CC1 (stereo unspecified)	4	-17	8	-4	-3	8	3	3	10	2	-6
CCc1ccc(NC(=O)NNC(=O)c2ccc3ccccc3c2O)cc1	-9	17	-2	4	-8	2	2	-7	-6	18	9
O=C(Nc1cc(=O)[nH]c2ncnn12)c1ccccc1	19	-11	0	5	-14	-4	-9	-3	7	11	-7
COc1ccccc1C(=O)NCCCNc1nc2cc(C)cc(C)c2cc1C#N	-28	20	-2	1	6	15	3	6	7	-14	-14
